# Screens (PubChem BioAssay)
# GPR35 arrestin U2OS = GPR35 antagonists blocking zaprinast-driven arrestin recruitment, primary screen, imaging, U2OS, beta-arrestin-GFP, zaprinast agonist (AID 2058); U2OS GPR35 beta-arrestin-GFP translocation imaging, zaprinast antagonism; higher % means a stronger effect; inhibition, % at 10 µM; hits with a dose series show IC50 in µM; hit rate 0.052% among 290,000;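 active = inhibition of at least 50% with at least 30 cells and total cytoplasm GFP at most 10,000,000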
# UTI89 phage lysis = protection from phage-mediated lysis, alamar blue read-out – E. coli UTI89, K1F phage, bacterial capsule biogenesis inhibitors (AID 488966); E. coli UTI89 K1F phage lysis, alamar blue, 2 h; higher % means a stronger effect; one-dose inhibition, % at 100 µM; IC50 in µM for titrated hits; hit rate 0.02% among 340,000;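 active = phage lysis inhibition, versus mean bacterial control, above a set limit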;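 note: capsule biogenesis inhibitors block K1F phage lysis so surviving cells raise fluorescence; higher fluorescence means more inhibition of phage lysis; actives were called in the ten point dose series up to 300 µM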
# NOD1 NF-kB reporter = inhibition of NOD1-driven NF-kB reporter – cell-based, luminescence, uHTS, primary screen (AID 1578); NOD1-driven NF-kB luciferase reporter cells, luminescence; higher % means a stronger effect; inhibition, % at 4 µM; hits with a dose series show EC50 in µM; hit rate 1% among 290,000; in the data active = inhibition mostly above about 36%, no sharp cut-off; inactive = mostly below about 34%;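 note: HEK-293T reporter cells stimulated with the NOD1 agonist gamma-tri-DAP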
# KOR beta-arrestin-1 = KOR agonists, beta-arrestin recruitment, primary screen, cell-based, luminescence, uHTS (AID 1777); KOR beta-arrestin recruitment, luminescence; higher % means a stronger effect; activation, % at 10 µM, or EC50 in µM where a hit was titrated; hit rate 0.02% among 280,000; in the data active = activation above about 50%, passing the limit was not always enough; note: a part of the inactive calls stands beside numbers as strong as those of hits
# GPR55 antagonists = GPR55 antagonists blocking LPI-driven arrestin recruitment, primary screen, imaging, U2OS, beta-arrestin-GFP, LPI agonist (AID 2013) | U2OS GPR55 beta-arrestin-GFP translocation imaging, LPI antagonism; higher % means a stronger effect | inhibition, % at 10 µM; hits with a dose series show IC50 in µM | hit rate 0.13% among 290,000;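 active = spots per cell inhibited over 60%, with over 100 cells counted and total cytoplasm intensity under 500,000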;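 note: U2OS cells stably carrying GPR55 and arrestin-GFP stimulated by 5 µM LPI near EC80; imaged beta-arrestin-GFP aggregate spots per cell after agonist stimulation; plate controls were LPI-stimulated DMSO wells for no effect and DMSO wells without LPI for full effect; some results filed as inactive read as strong as hits; confirmed hits need IC50 under 10 µM and bright autofluorescent wells are also inconclusive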
# KOR beta-arrestin-2 = kappa opioid receptor blockers – cell-based, luminescence, uHTS (AID 1778); KOR beta-arrestin recruitment, luminescence, antagonist mode; higher % means a stronger effect; inhibition, % at 10 µM, or IC50 in µM where a hit was titrated; hit rate 0.091% among 290,000; in the data active = inhibition above about 50%; note: strong numbers were not always called active
# GPR55 activation = selective activators of receptor GPR55 – imaging, U2OS cells, beta-arrestin-GFP redistribution, primary screen (AID 1961); activation, % at 10 µM, or EC50 in µM where a hit was titrated; hit rate 0.048% among 290,000; U2OS GPR55 beta-arrestin-GFP redistribution imaging; higher % means a stronger effect;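 active = activation above 40% with more than 50 cells counted in the well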;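 note: U2OS osteosarcoma cells stably expressing GPR55 and beta-arrestin-GFP; plate controls were DMSO negative control for no effect and LPI positive control for full effect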
# NTR1 agonist = agonists of NTR1, primary screen, imaging, U2OS cells, beta-arrestin-GFP, high content (AID 493036). P30989. NTR1-U2OS beta-arrestin-GFP spot imaging, agonist mode. activation, % at 20 µM. hit rate 0.17% among 330,000;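 active = activation at or above 40% of the spot to cytoplasm intensity ratio, with at least 20 cells analyzed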;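 note: 0% = DMSO without peptide and 100% = 100 nM NTR1 peptide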
# Target sequence (P30989 whole entry, looked up): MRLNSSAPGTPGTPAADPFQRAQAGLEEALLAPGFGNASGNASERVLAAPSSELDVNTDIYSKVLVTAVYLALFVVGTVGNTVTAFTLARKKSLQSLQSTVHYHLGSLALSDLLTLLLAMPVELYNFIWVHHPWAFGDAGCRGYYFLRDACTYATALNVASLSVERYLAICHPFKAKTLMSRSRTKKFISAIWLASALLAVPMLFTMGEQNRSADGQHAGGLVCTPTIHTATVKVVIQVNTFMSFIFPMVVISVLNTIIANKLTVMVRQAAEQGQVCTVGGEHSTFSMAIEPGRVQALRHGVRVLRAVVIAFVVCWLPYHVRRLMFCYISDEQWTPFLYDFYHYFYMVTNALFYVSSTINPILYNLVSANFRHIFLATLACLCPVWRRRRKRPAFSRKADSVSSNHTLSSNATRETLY
# MgcRacGAP inhibition = MgcRacGAP GTPase-activating activity inhibitors, confirmation, biochemical, ADP Hunter fluorescence | inhibition, % at 30 µM, or IC50 in µM where a hit was titrated | MgcRacGAP-stimulated Rac1 GTP hydrolysis, ADP Hunter fluorescence; higher % means a stronger effect; GST-tagged Rac1 F28L mutant substrate | hit rate 0.6% among 340,000;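 active = first-screen hits whose inhibition reached a set limit at any dose in the follow-up dose series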;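 note: fluorescence reports GDP produced by GAP-driven GTP hydrolysis; strong numbers were not always called active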
# NTR1 agonist cell count 20 µM = recorded beside NTR1 agonist, whose call it bears; cell count; measured here: cell count, cytotoxicity flag
# The depositor's hits bear a star; i = inactive; x = no result given; [ ] = remark or other dose.
SMILES,GPR35 arrestin U2OS,UTI89 phage lysis,NOD1 NF-kB reporter,KOR beta-arrestin-1,GPR55 antagonists,KOR beta-arrestin-2,GPR55 activation,NTR1 agonist,NTR1 agonist cell count 20 µM,MgcRacGAP inhibition
CCCCOc1ccc(-c2nc(/C=N/c3nccs3)c(O)o2)cc1,0%,i,-19%,-3.3%,6%,-5%,-0.2%,4.6,43,11%
C/C(N)=C(/C#N)C(=O)CSc1nncn1-c1ccccc1,11%,0.4%,-2%,-8.2%,17%,17%,-0.1%,1.7,61,9%
CCN1/C(=C2/SC(=S)N(NC(C)=O)C2=O)Sc2ccc(Cl)cc21,6%,-0.6%,-15%,1.0%,4%,-21%[20 µM],-0.1%,0.5,54,8%
CC(C)(C)C(=O)NCCn1ccc2ccccc21,-11%,-1.0%,-23%,-3.2%,8%,-5%,-0.3%,-0.3,94,1%
Cc1c(NC(=O)Cn2nc(C(=O)O)c3ccccc3c2=O)c(=O)n(-c2ccccc2)n1C,-8%,0.5%,-32%,-2.2%,22%,9%,0.1%,0.2,32,17%
CCN(C(=O)CN1C=NS(=O)(=O)c2ccccc21)c1ccccc1,2%,1.0%[50 µM],-5%,-1.3%,7%,4%,0.2%,-0.6,63,8%
COc1ccc(NS(=O)(=O)c2ccc(Oc3c(C#N)cccc3C#N)cc2)cc1,-8%,0.4%,29%,1.9%,2%,2%,0.0%,1.5,38,5%
Cc1ccc(C(=O)COC(=O)CNS(=O)(=O)c2ccc(C)cc2)cc1,-14%,-0.2%,-14%,-2.1%,-4%,-4%,-0.1%,0.3,79,3%
O=C(NCc1cccnc1)c1cc(Sc2ccc(F)cc2F)nc2ccccc12,-7%,-0.6%,34%,-7.2%,1%,-17%,-0.2%,0.8,64,5%
COc1cc(/C=N/NC(=O)c2nnn(-c3nonc3N)c2C(C)C)ccc1OCc1ccc(F)cc1,-12%,0.5%,-7%,-0.4%,20%,-10%,0.8%,4.8,69,8%
COc1cccc2cc(C(=O)N3CCN(C(=O)c4ccco4)CC3)c(=O)oc12,0%,6.2%,-7%,-3.1%,-4%,10%,-0.2%,-0.5,56,11%
N#Cc1c(-c2ccccc2)nc(-c2ccncc2)[nH]c1=O,2%,0.2%,-38%,8.5%,1%,-14%,-0.2%,-1.8,92,-5%
O=C(Cn1nnc2c(cnn2-c2ccc(F)cc2)c1=O)Nc1ccccc1C(F)(F)F,-4%,0.8%,-9%,-0.6%,5%,-9%[20 µM],0.2%,2.5,48,4%
Cc1ccc(-c2nc(C)c(C(=O)O)s2)cc1,-19%,-0.9%,-35%,-5.1%,2%,-13%,0.1%,-0.1,99,5%
O=C(NCCNC(=O)c1cc(OCC(F)(F)F)ccc1OCC(F)(F)F)Nc1ccccc1,18%,-0.3%,2%,2.0%,9%,-30%,-0.1%,0.4,96,-4%
CCCN(CCC)C(=O)Cc1coc2ccc3ccccc3c12,-11%,2.4%,4%,-1.6%,16%,-10%,-0.1%,4.0,51,2%
C#CCOC(=O)C[N+](C)(C)CC#Cc1ccccc1,-1%,0.5%,-31%,-2.8%,3%,16%,0.2%,0.4,66,4%
COc1ccc(/C=C(\NC(=O)c2ccco2)C(=O)N2CCOCC2)cc1,0%,0.3%,-4%,3.3%,4%,-8%,0.5%,3.2,61,6%
CN(CCOc1ccccc1)C(=O)CCc1nc2sc3c(c2c(=O)[nH]1)CCCC3,-3%,0.0%,9%,6.3%,-11%,-26%,-0.1%,6.5,64,8%
CC(C)c1ccc(NC(=O)NCc2ccccn2)cc1,-4%,0.1%,-44%,11%,2%,12%,0.0%,1.5,64,8%
O=C(COc1ccccc1Cl)N1CCc2ccccc2C1,-6%,1.7%,-34%,-5.9%,-24%,6%[20 µM],0.5%,1.0,60,7%
CC(CCN(C)C)OC(=O)c1ccc(C(C)c2ccccc2)o1 (stereo not drawn),21%,0.0%,2%,0.9%,6%,3%,0.3%,0.9,61,2%
CC1(C)Cc2c(C#N)c(NCC3CCCO3)nc(-c3ccco3)c2CO1 (stereo not drawn),9%,0.3%,-16%,-0.3%,6%,22%,-0.1%,-0.1,21,14%
CN1C[C@@H]2C(c3ccc(C(F)(F)F)cc3)C3(c4ccccc4)CC2(C3)[C@H]1c1ccccc1 (stereo partly drawn),20%,1.1%,-3%,1.3%,8%,25%,-0.1%,1.1,79,9%
O=C(CNC(=O)c1ccco1)OCc1ccc(Cl)cc1,1%,-0.7%,-9%,0.1%,-3%,5%,-0.1%,4.5,37,9%
C/C(Cl)=C/Cn1c(N2CCCC2)nc2c1c(=O)n(C)c(=O)n2C,2%,2.5%,-2%,3.2%,-4%,-1%,1.0%,-1.7,92,7%
CCN(CC)C(=O)COn1c(SCC(=O)N(CC)CC)nc2ccccc2c1=O,-13%,2.7%,-14%,0.0%,4%,6%,-0.1%,5.6,51,2%
CC(=O)N(C1=C(Cl)C(=O)c2ccccc2C1=O)C1CCCCC1,5.6µM*,-1.9%,-2%,6.2%,4.5µM*,11%,-0.1%,13,47,7%
O=C(Nc1ccc2c(c1)OCO2)OCc1ccccc1,-3%,5.3%,-20%,2.5%,-11%,-10%,0.2%,0.1,48,-1%
C#CCN1C(=O)C(O)(CC(=O)c2cccc(OC)c2)c2ccccc21 (stereo not drawn),-5%,1.8%,29%,2.5%,-4%,-83%,0.4%,1.0,79,7%
O=C(CCCc1ccccc1)N1CCc2ccccc21,23%,0.4%,-85%,2.3%,-19%,2%,0.3%,0.0,44,3%
CC(C)c1ccc(C2C(C#N)=C(N)Oc3c2oc(CO)cc3=O)cc1 (stereo not drawn),0%,0.1%,-2%,-0.4%,-10%,-3%,0.3%,0.6,71,-2%
Cn1cc(Br)c(C(=O)N/N=C/c2cc3c(cc2Cl)OCO3)n1,-6%,0.3%,-41%,-2.7%,2%,-12%,0.0%,1.2,58,4%
COc1ccc(C2CC(c3ccccc3)=NN2c2ccc(S(N)(=O)=O)cc2)cc1OC (stereo not drawn),-54%,-0.5%,-19%,-0.3%,4%,-17%,-0.1%,0.3,28,9%
C/C=C/Cn1c(N2CCCCCC2)nc2c1c(=O)[nH]c(=O)n2C,7%,0.2%,-31%,0.4%,-16%,2%,-0.2%,-0.3,65,8%
Cc1c(CCO)c(=O)[nH]n1S(=O)(=O)c1ccc(F)cc1,-7%,0.2%,-16%,1.5%,5%,7%,-0.1%,-0.7,52,8%
CN(C)c1nc(N)c2ncc(=S)[nH]c2n1,-2%,-2.1%,-31%,-2.8%,10%,13%,0.7%,1.7,76,6%
Cc1ccc(-c2nnn(CC(=O)N(c3ccccc3)C(C(=O)NC(C)(C)C)c3cccs3)n2)o1 (stereo not drawn),4%,0.5%,-18%,-0.7%,-1%,-16%,0.6%,2.7,62,0%
CCCOc1ccc(N2CC(C(=O)Nc3ccc4c(c3)OCO4)CC2=O)cc1 (stereo not drawn),-14%,3.2%,-16%,-0.6%,8%,-5%,-0.4%,1.7,74,5%
COC(=O)c1cccc(NC(=O)CSc2nc3cccnc3n2C)c1,-10%,2.5%,23%,2.9%,17%,-3%,0.4%,-0.5,57,5%
O=C(NCCCn1ccnc1)c1cccc(Br)c1,-8%,0.9%,-7%,-8.2%,11%,8%,2.3%,-1.7,84,5%
CCOC(=O)N1CCN(C(=O)CCc2cc(OC)c(OC)c(OC)c2)CC1,-5%,1.0%[50 µM],-40%,5.0%,4%,-2%,0.0%,0.0,49,8%
C/C(N)=C(/C#N)C(=O)CSc1nnc(COc2cc(C)ccc2C)o1,5%,5.8%,6%,2.8%,8%,-28%,-0.1%,-0.4,45,4%
COc1ccc2[nH]cc(C3N4CC5(C)CN3CC(C)(C4)C5=O)c2c1 (stereo not drawn),11%,5.0%,x,3.4%,1%,-40%,-0.1%,-0.4,66,7%
CCn1cc(C(=O)NCCCN(CC(C)C)CC(C)C)c(=O)c2cc(S(=O)(=O)N3CCOCC3)ccc21,0%,0.4%,23%,2.6%,-19%,-40%,0.2%,1.4,65,8%
COC(=O)C1(Cc2cc(-c3ccccc3)no2)CCN(C(=O)OC(C)(C)C)CC1,4%,1.1%,-13%,2.8%,6%,-18%[20 µM],-0.2%,-3.9,100,7%
CN=c1oc2ccc(Cl)cc2cc1C(N)=O,-7%,0.1%,-19%,2.5%,21%,-9%,0.0%,0.0,74,8%
c1cnc(Oc2ccc(-c3nnco3)cc2)cn1,-19%,-0.3%,-17%,20%,-3%,-17%,0.0%,1.4,85,-13%
COc1ccccc1OCC(=O)N/N=C1/C=C(C)CC1,8%,-1.0%,3%,0.0%,-5%,8%,0.0%,0.1,48,-3%
CCCOc1ccc(C2CC(=O)NC2=O)cc1 (stereo not drawn),8%,0.5%,-14%,x,17%,6%[20 µM],0.6%,3.0,40,5%
COc1cc(/C=C(\NC(C)=O)C(=O)Nc2ccccc2C)ccc1OC(C)=O,-8%,1.4%,-11%,-0.9%,7%,4%,0.0%,-0.3,68,11%
O=C(CSc1nc2cc(Cl)ccc2o1)N1CCOCC1,1%,-0.2%,x,-1.3%,13%,13%,-0.1%,0.1,50,3%
c1ccc(OCCSc2nc3ccccc3o2)cc1,1%,0.0%,-4%,6.5%,3%,-17%,0.1%,4.6,39,4%
COc1ccc(C(=O)CC(=O)c2ccccc2O)cc1OC,6%,-0.3%,-20%,-4.3%,-11%,-40%[20 µM],-0.1%,0.8,68,3%
Cc1cc(C)cc(NC(=O)CSc2nnc(-c3ccccc3C)o2)c1,11%,0.8%,-28%,9.4%,-6%,-16%,0.3%,6.1,93,-1%
NS(=O)(=O)c1ccc(NS(=O)(=O)c2ccc(NC(=S)Nc3ccccc3)cc2)cc1,-10%,0.2%,-20%,3.2%,-11%,11%,-0.6%,-1.9,84,5%
COc1ccc(C(=O)N2CCC(C(=O)c3ccc(F)cc3)CC2)cc1,-4%,1.0%,-7%,0.1%,2%,7%,-0.1%,0.4,72,4%

# Not all compounds are listed; the hit share may differ from the screen's.
